Screens (PubChem BioAssay)
Diaph inh CS – diaphorase inhibitors and chemical oxidizers, primary screen, counter-screen for diaphorase-coupled primary assays, biochemical, uHTS, resorufin fluorescence; diaphorase resazurin-to-resorufin fluorescence, NADH, 16 min; bacterial (C. kluyveri) enzyme, not human; inhibition, % at 20 µM; hit rate 0.69% among 190,000;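 active = primary screen inhibition at 20 µM above a set limit, cut at about 50% in these data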;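 note: plate controls were DMSO with full reaction for no effect and wells lacking NADH for full effect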
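Assay system – diaphorase enzyme from Clostridium kluyveri · Amount – diaphorase 0.14 U/mL (working solution) · Times – reaction incubation of 16 min at room temperature · Controls – No-NADH positive control and DMSO neutral control · Signal – resorufin fluorescence 544/590 nm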
Diaph act CS – compounds boosting diaphorase resazurin reduction – biochemical, uHTS, resorufin fluorescence, counter-screen for diaphorase-coupled primary assays, primary screen; activation factor at 20 µM; Diaphorase/resazurin coupled assay, 16 min; hits give high values; 1 = vehicle wells, 0 = NADH-free wells; hit rate 0.005% among 190,000;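 active = diaphorase activity raised at least twofold by the compound at 20 µM; inactive = activation factor below 2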
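Assay system: Purified diaphorase enzyme from Clostridium kluyveri | Amount: Enzyme 0.07 U/mL final | Dosing: Compound 20 µM once, DMSO 1% | Timing: 16 min reaction at room temperature | Detection: Fluorescence, excitation 544 nm and emission 590 nm | Evaluation: Higher resorufin formation from activation or reduction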
TNAP act hi DEA – TNAP activators at high phosphate acceptor level, primary screen, biochemical, luminescence, uHTS; activation factor at 20 µM; AID 1136, 2008; purified TNAP, CDP-star luminescence, 1 M DEA, 30 min; hits give high values; 0 = EDTA background, 1 = DMSO-only activity; 200,000 tested, under 10 active; Alkaline phosphatase, tissue-nonspecific isozyme (Homo sapiens), P05186;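 active = activation factor at least 2 at 20 µM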
Target sequence (P05186 whole entry, looked up): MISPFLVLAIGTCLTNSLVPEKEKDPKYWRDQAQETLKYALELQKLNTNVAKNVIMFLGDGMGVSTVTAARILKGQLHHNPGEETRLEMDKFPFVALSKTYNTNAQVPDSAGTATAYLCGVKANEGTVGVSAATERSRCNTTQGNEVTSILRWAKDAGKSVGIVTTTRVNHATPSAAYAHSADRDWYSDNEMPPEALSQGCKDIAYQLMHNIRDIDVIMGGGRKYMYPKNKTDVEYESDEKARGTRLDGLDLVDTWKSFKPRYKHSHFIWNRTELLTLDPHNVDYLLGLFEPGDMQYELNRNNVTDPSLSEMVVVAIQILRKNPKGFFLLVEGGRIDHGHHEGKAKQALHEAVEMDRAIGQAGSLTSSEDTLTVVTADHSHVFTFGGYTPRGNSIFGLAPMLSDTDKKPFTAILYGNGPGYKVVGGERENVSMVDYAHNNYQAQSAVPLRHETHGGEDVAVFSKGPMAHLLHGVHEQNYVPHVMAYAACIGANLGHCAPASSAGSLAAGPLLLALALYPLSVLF
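Measured by: Luminescent substrate turnover signal | Test system: Human TNAP | Input: TNAP 1/800 final | Dosing: 20 µM single point | Schedule: 30 min, room temperature | Controls: EDTA wells as negative control, DMSO wells as positive control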
TNAP inh no acc – human TNAP enzyme inhibitors, primary screen, biochemical, luminescent, no phosphate acceptor, uHTS; purified TNAP, CDP-star luminescence, 30 min; inhibition, % at 20 µM; hit rate 0.26% among 200,000;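 active = tissue-nonspecific alkaline phosphatase inhibition above about 50% at 20 µM in the single-dose screen, limit read from the data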;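 note: 0% = DMSO negative control and 100% = EDTA positive control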
TNAP inh hi DEA – human TNAP enzyme inhibitors, primary screen, biochemical, luminescent, high phosphate acceptor level, uHTS; Alkaline phosphatase, tissue-nonspecific isozyme (Homo sapiens), P05186; purified TNAP, CDP-star luminescence, 1 M DEA; inhibition, % at 20 µM; hit rate 0.03% among 200,000;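 active = over 50% inhibition of tissue-nonspecific alkaline phosphatase at 20 µM in the single-dose screen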;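 note: plate controls were DMSO wells for no effect and EDTA-quenched wells as full inhibition for full effect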
PMI act hi M6P – human PMI activators, high substrate, primary screen, biochemical, fluorescence intensity, near-saturating mannose 6-phosphate; Mannose-6-phosphate isomerase (Homo sapiens), P34949; coupled PMI enzyme assay, resazurin fluorescence, 20 min; hits give high values; 1 = untreated enzyme, 0 = substrate-free blank; activation factor at 20 µM; hit rate 0.34% among 190,000;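 active = activation factor of 2 or more at 20 µM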
Target sequence (P34949 whole entry, looked up): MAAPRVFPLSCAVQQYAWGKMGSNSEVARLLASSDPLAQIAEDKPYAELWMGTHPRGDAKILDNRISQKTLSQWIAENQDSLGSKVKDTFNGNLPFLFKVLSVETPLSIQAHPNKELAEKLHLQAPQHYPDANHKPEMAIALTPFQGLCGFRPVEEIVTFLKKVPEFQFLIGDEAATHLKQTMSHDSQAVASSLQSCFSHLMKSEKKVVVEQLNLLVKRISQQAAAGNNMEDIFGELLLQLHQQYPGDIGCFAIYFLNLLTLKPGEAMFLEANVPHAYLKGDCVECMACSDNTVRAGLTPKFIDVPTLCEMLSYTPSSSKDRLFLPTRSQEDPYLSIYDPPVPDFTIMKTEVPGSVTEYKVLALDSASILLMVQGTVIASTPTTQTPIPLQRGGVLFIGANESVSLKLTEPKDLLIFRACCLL
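Test system: human PMI in coupled enzyme assay; Input: PMI at 15 ng/mL final; Medium: HEPES buffer, pH 7.4; Schedule: 20 min incubation at room temperature; Technique: resorufin fluorescence at Ex 544/Em 590 nm; Compound: 20 µM single dose; Probe or stimulus: Near-saturating mannose-6-phosphate, 1.0 mM.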
L major viab – Leishmania major promastigote growth inhibition, primary screen; Leishmania major promastigotes, resazurin fluorescence viability; inhibition, % at 10 µM; hit rate 9% among 200,000; in the data active = inhibition above about 50%;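 note: promastigotes grown with compound for 44 hours at 28 °C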
PMI activator – activators of human PMI, primary screen, biochemical, fluorescence intensity, near-Km mannose 6-phosphate | activation factor at 20 µM | hit rate 0.005% among 190,000 | purified human PMI, coupled resazurin fluorescence, 20 min; hits give high values; 1 = vehicle control, 0 substrate-free wells;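 active = activation factor of 2 or more at 20 µM, relative to plate controls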
bIAP inhibitor – bovine intestinal alkaline phosphatase inhibitors, primary screen, selectivity assay for TNAP inhibitor project, biochemical, bovine IAP, CDP-star luminescence. alkaline phosphatase, intestinal [Bos taurus]. purified bovine IAP, 30 min. inhibition, % at 20 µM. 190,000 tested, under 10 active;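 active = over 50% inhibition of intestinal alkaline phosphatase at 20 µM in the single-dose screen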
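System: purified bovine intestinal alkaline phosphatase (IAP) enzyme; Input: IAP diluted 1/65,000,000 in the well; Measured by: CDP-star luminescence signal; Compound dosing: 20 µM single dose; Incubation: 30 min reaction at room temperature.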
bIAP act – bovine intestinal alkaline phosphatase activators, primary screen, biochemical, bovine IAP, CDP-star luminescence; alkaline phosphatase, intestinal [Bos taurus]; activation factor at 20 µM; hit rate 0.17% among 200,000; purified bovine IAP, 30 min; hits give high values; fold of DMSO-control signal, blank-subtracted;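 active = activation factor of 2 or more at 20 µM, a signal rise over negative controls twice the positive control's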
* marks the source's active call; other numbers are inactive results; · = no result given.

SMILES	Diaph inh CS	Diaph act CS	TNAP act hi DEA	TNAP inh no acc	TNAP inh hi DEA	PMI act hi M6P	L major viab	PMI activator	bIAP inhibitor	bIAP act
O=C(Cn1cc(C(=O)c2ccco2)c2ccccc21)Nc1ccccc1F	10.3	0.9	1	-6.5	-3.0	0.9	-1.6	0.9	13.8	0.9
CC(C)Cc1csc(NC(=O)c2ccccc2Cl)c1C(=O)O	3.7	1	1.1	-8.0	-7.6	1.1	19.3	1.1	4.1	1
CCc1cc2c(NCC(=O)O)ncnc2s1	1.2	1	1	0.9	2.0	1	-2.8	1	-3.2	1
CC[C@H](C)[C@H](NC(=O)c1ccc(Cl)cc1)C(=O)OCC(=O)c1ccc2c(c1)NC(=O)CO2	-10.1	1.1	1.1	-5.3	-10.8	1.2	100.0*	1.2	-10.0	1.1
Cc1cc(C(=O)NCC(=O)OC(C(=O)Nc2cc(C(F)(F)F)ccc2Cl)c2ccccc2)ccc1[N+](=O)[O-] (stereo unspecified)	20.5	0.8	1	-13.0	1.9	0.9	39.1	0.9	26.7	0.7
CC1CCCCN1CC(=O)Nc1ccccc1Sc1ccccc1 (stereo unspecified)	14.6	0.9	1	-4.6	-2.6	1	8.8	1	14.1	0.9
Cc1cc(Br)cn2ccnc12	-6.7	1.1	1.1	-7.3	-7.8	1	0.4	1	8.4	0.9
CCOC(=O)c1ccc(N=c2sc(C(=O)OC)cc(=O)n2Cc2ccco2)cc1	21.7	0.8	1	-8.8	-0.3	0.8	99.6*	0.7	7.4	0.9
CC(=O)C1=C(C)NC(SCC(N)=O)=C(C#N)C1c1cccnc1 (stereo unspecified)	8.4	0.9	1	-11.8	-1.6	1.1	-0.4	1.2	8.3	0.9
Cc1ccc(NC(=O)C(Nc2cccc(C)c2)c2ccccc2)cc1 (stereo unspecified)	7.0	0.9	1.1	-19.2	-5.1	1	59.1*	1	4.6	1
Cc1cc(=O)n2c(C(=O)Nc3ccc(C(=O)OC(C)C)cc3)c(C(=O)Nc3ccccc3)sc2n1	15.0	0.8	1.1	-11.0	-5.0	1.3	8.8	1.4	0.1	1
CCOc1nc(NC(=O)NS(=O)(=O)Oc2ccccc2Cl)nc(-c2ccccc2)n1	13.3	0.9	1	1.9	-2.0	1	-0.9	0.9	26.5	0.7
CCCCC/S(CC1CC1(Cl)Cl)=N\S(=O)(=O)c1ccc(C)cc1 (stereo unspecified)	0.0	1	1	-11.5	-3.9	1.1	3.0	1.1	-1.6	1
CCOC(=O)CSc1nnc(CNC(=O)c2cccs2)n1CCc1ccccc1	-5.5	1.1	1	-0.5	3.4	1.1	-7.8	1	0.8	1
c1ccc(CC2CCN(c3nnnn3-c3ccccc3)CC2)cc1	27.9	0.7	1	-5.9	-2.9	0.8	10.0	0.8	4.4	1
COCCCn1c(C2CCCCC2)nc2oc3cc(OC)ccc3c(=O)c2c1=O	22.6	0.8	1.1	-9.6	-6.6	0.9	12.9	0.8	4.2	1
C=C1C(=O)[C@@]23[C@H](O)C[C@@H]4C(C)(C)CC[C@H](O)[C@]4(C)[C@@H]2C[C@H](O)[C@@H]1[C@H]3O	13.0	0.9	1	1.7	1.0	0.5	29.3	0.9	-23.5	1.2
Cn1c(=O)[nH]c(=O)c2c1nc(N1CCCC1)n2CCCSc1nnnn1-c1ccccc1	3.0	1	0.9	-2.7	6.2	1.1	6.9	1	6.4	0.9
COC1=C(Nc2ccc(C)cc2)C(=O)c2ccccc2C1=O	3.3	1	0.9	1.1	6.2	1	15.5	1.1	30.0	0.7
CC(=O)N1CCCc2cc(S(=O)(=O)Nc3ccc(C)cc3C)ccc21	15.2	0.8	1	-8.7	-4.4	0.8	-1.8	0.8	-18.5	1.2
COc1ccccc1NC(=O)c1ccc(NC(=O)CN2CCN(C(=O)c3ccco3)CC2)cc1	-1.0	1	1	-10.6	-2.7	1.1	-1.3	1.1	2.9	1
Cc1ccn2cc(CCNC(=O)CC3CCCCC3)nc2c1	4.2	1	1	-4.2	-0.5	0.9	-0.2	1	-10.7	1.1
O=C(c1ccc(F)cc1)N1CCN(c2ncccn2)CC1	9.9	0.9	1	-1.0	-0.1	1	-2.1	1	5.3	0.9
O=c1cnc2cc([N+](=O)[O-])ccc2[nH]1	17.4	0.8	1	-3.0	-1.2	0.7	-5.8	0.8	2.2	1
CCN(Cc1ccncc1)Cc1cn[nH]c1-c1cc(OC)c(OC)c(OC)c1	13.0	0.9	1.1	-12.0	-6.6	0.8	2.1	0.8	4.6	1

4 compounds drawn at random from the list so far, as already listed:
SMILES	Diaph inh CS	Diaph act CS	TNAP act hi DEA	TNAP inh no acc	TNAP inh hi DEA	PMI act hi M6P	L major viab	PMI activator	bIAP inhibitor	bIAP act
CC(=O)N1CCCc2cc(S(=O)(=O)Nc3ccc(C)cc3C)ccc21	15.2	0.8	1	-8.7	-4.4	0.8	-1.8	0.8	-18.5	1.2
O=c1cnc2cc([N+](=O)[O-])ccc2[nH]1	17.4	0.8	1	-3.0	-1.2	0.7	-5.8	0.8	2.2	1
CC[C@H](C)[C@H](NC(=O)c1ccc(Cl)cc1)C(=O)OCC(=O)c1ccc2c(c1)NC(=O)CO2	-10.1	1.1	1.1	-5.3	-10.8	1.2	100.0*	1.2	-10.0	1.1
Cc1cc(C(=O)NCC(=O)OC(C(=O)Nc2cc(C(F)(F)F)ccc2Cl)c2ccccc2)ccc1[N+](=O)[O-] (stereo unspecified)	20.5	0.8	1	-13.0	1.9	0.9	39.1	0.9	26.7	0.7

Other compounds.
SMILES	Diaph inh CS	Diaph act CS	TNAP act hi DEA	TNAP inh no acc	TNAP inh hi DEA	PMI act hi M6P	L major viab	PMI activator	bIAP inhibitor	bIAP act
CC1(C)CC(=O)C(C(N)=NC(=O)c2ccc([N+](=O)[O-])cc2)=C(O)C1	2.3	1	1	-11.1	-1.0	1	-3.9	1	-14.9	1.1
Cc1cccc(NCc2ccccc2OCc2ccccc2F)c1	22.8	0.8	1	-12.0	-1.2	0.8	-2.3	0.8	13.5	0.9
Cc1ccc(NC(=S)NCCSc2ccc(Cl)cc2)cc1	-1.2	1	1.1	4.1	-9.4	1.1	28.2	1.1	-8.0	1.1
O=C(NCc1nnc(SCC(=O)N2CCCc3ccccc32)o1)c1c(F)cccc1Cl	10.9	0.9	1	-12.4	-0.1	1	-7.1	1	-20.3	1.2
O=C(COC(=O)CCc1ccccc1)Nc1cc(S(=O)(=O)N2CCOCC2)ccc1N1CCCC1	17.8	0.8	1	-15.0	-1.1	0.9	-4.7	1	-8.6	1.1
CCOC(=O)CCc1nc2ccccc2[nH]1	25.0	0.8	1	-6.1	-4.0	1	-4.0	0.9	18.7	0.8
Cc1cc2cc(C)c(NCCNC(=O)c3cccc(F)c3)nc2cc1C	-2.1	1	1	-0.9	-2.9	0.9	12.7	0.9	-22.8	1.2
COc1cc(/C=N/OCC(=O)Nc2cc(C)cc(C)c2)ccc1OCc1ccc(Cl)cc1	15.3	0.8	1	-16.7	2.4	0.8	96.2*	0.8	1.8	1
CCC(C)n1c(=N)c(C#N)cc2c(=O)n3cc(C)ccc3nc21 (stereo unspecified)	·	·	1	-1.1	4.1	·	8.8	·	-2.7	1
COc1ccc(Cl)cc1NC(=O)C(=O)N/N=C/c1cc(C)n(-c2ccc(C)cc2)c1C	6.1	0.9	1	-8.5	1.7	1	2.4	1	27.3	0.7
CCOC(=O)N1CCN(CCC(=O)Nc2ccc(OC)cc2)CC1	10.0	0.9	1.1	-8.5	-5.4	1	0.9	0.9	-6.5	1.1
O=S(=O)(/C=C/c1ccccc1)NCc1ccccc1Cl	13.0	0.9	1.1	-1.8	-5.6	1	37.9	1	3.1	1
CCOC(=O)c1ccc(N2C(=O)C3C(/C=C/c4ccccc4)OC4(C(=O)c5ccccc5C4=O)C3C2=O)cc1 (stereo unspecified)	22.4	0.8	1.1	-14.1	-5.2	1	39.6	1	9.3	0.9
Cc1cc(C)nc(-n2ncc3c2CC(c2ccccc2)CC3=O)n1 (stereo unspecified)	14.6	0.9	1	-12.1	-3.0	0.9	-3.5	0.8	5.1	0.9
COc1ccc(CNC(=O)Nc2cc(C)ccc2C)cc1	-2.1	1	1	-16.2	-4.9	1.2	-0.8	1	2.1	1
COCC(=O)Nc1nc2ccc(S(C)(=O)=O)cc2s1	13.4	0.9	1.1	-9.9	-5.0	0.9	3.2	1	-0.9	1
CS(=O)(=O)c1ccc(C(=O)NCc2ccc(F)cc2)cc1	4.9	1	1	-11.3	-3.2	0.8	-0.9	1	9.9	0.9
NC(=O)c1ccc(NC(=O)CSc2nnc(-c3ccccn3)n2N)cc1	-2.7	1	1	0.2	-0.4	1	0.9	1	-25.9	1.3
CC(C)c1ccc(S(=O)(=O)N2CCN(C(=O)c3cccc(F)c3)CC2)cc1	16.1	0.8	1	-12.1	-3.1	0.9	5.3	0.9	8.1	0.9
O=C(N/N=C/c1ccco1)C12CC3CC(CC(C3)C1)C2	-6.6	1.1	1	-4.9	2.1	1	6.1	1.1	1.4	1
COc1cccc(-c2csc3nc[nH]c(=O)c23)c1	-6.5	1.1	1.1	-7.2	-5.3	1	-0.4	1	7.7	0.9
CCCN1CCC(=NNC(=O)CSc2cc(C)c(Br)cc2C)CC1	-12.1	1.1	1	-25.2	-4.0	1	-5.7	1	22.1	0.8
Cc1ccc(-n2c(SCC(=O)NCc3ccco3)nc3sc4c(c3c2=O)CC(C)(C)SC4)cc1	13.9	0.9	1	-7.0	-3.8	0.9	25.4	0.9	-1.8	1

Single records (already shown):
NC(=O)c1ccc(NC(=O)CSc2nnc(-c3ccccn3)n2N)cc1 as listed: Diaph inh CS = -2.7; Diaph act CS = 1; TNAP act hi DEA = 1; TNAP inh no acc = 0.2; TNAP inh hi DEA = -0.4; PMI act hi M6P = 1; L major viab = 0.9; PMI activator = 1; bIAP inhibitor = -25.9; bIAP act = 1.3
CCCN1CCC(=NNC(=O)CSc2cc(C)c(Br)cc2C)CC1 as listed: Diaph inh CS = -12.1; Diaph act CS = 1.1; TNAP act hi DEA = 1; TNAP inh no acc = -25.2; TNAP inh hi DEA = -4.0; PMI act hi M6P = 1; L major viab = -5.7; PMI activator = 1; bIAP inhibitor = 22.1; bIAP act = 0.8
